Screening data (PubChem)
Pin1 inh: human Pin1 inhibition; Potency, µM (titrated, usually from 115 µM), for the others: at the top dose activity, negative = inhibition, actives largely listed as inhibitors; AID 504891; Pin1 FP peptide displacement, HiFluor488, 10 min; 390,000 compounds, 0.009% hits; Q13526; active = well fitted inhibition curve with a large enough effect in the polarisation, with a control signal flat, not every such curve was filed as active; inconclusive = small, poorly fitted or top-dose-only effect, or effect the other way, or a change in a side signal; inactive = no such curve, though single readings can be large or run the other way; the % refers to the polarisation; note: potency is the fitted concentration of half-maximal effect; % is set by controls: 0 for no effect and ±100 for the full control effect
Target sequence (Q13526 whole entry, looked up): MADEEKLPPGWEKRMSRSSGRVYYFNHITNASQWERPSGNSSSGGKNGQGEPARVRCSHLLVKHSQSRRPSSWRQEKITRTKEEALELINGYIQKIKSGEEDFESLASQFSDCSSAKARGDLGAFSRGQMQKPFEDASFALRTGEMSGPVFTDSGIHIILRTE
PGK inhibitor: inhibitors of T. brucei phosphoglycerate kinase; P07378; PGK/GAPDH coupled, Kinase-Glo luminescence, 60 min; Potency, µM (top dose mostly 57.5 µM), for the others: at the highest dose activity change, negative = inhibition, usual class: inhibitors; 380,000 compounds, 0.043% hits; note: potency is the fitted concentration of half-maximal effect; % is set by controls: 0 for no effect and ±100 for the full control effect; nearly all actives have a fitted effect of over 60% in size
Target sequence (P07378 whole entry, looked up): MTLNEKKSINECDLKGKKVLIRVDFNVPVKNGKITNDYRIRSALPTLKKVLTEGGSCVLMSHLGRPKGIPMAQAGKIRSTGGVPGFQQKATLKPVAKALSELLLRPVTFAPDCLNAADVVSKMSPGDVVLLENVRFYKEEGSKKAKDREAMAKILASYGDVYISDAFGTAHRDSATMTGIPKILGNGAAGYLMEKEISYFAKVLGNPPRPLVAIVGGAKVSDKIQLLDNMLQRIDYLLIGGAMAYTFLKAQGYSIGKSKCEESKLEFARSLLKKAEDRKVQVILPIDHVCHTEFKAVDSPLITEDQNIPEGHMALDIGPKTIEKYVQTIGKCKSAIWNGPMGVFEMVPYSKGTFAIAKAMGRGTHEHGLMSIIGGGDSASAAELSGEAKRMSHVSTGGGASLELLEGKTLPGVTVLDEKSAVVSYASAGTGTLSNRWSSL
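Recombinant glycosomal PGK reaction used 1,3-bisphosphoglycerate generated in-well by GAPDH (100nM final) in 100mM TEA pH 7.6, 5mM MgCl2, 0.01% Tween-20. After 60 minutes at room temperature, ATP was read by Kinase-Glo Plus luminescence end-point.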
PI4K2A inh: blocks human PI4K2A kinase activity | Q9BTU6 | purified PI4K2A, ADP-Glo luminescence, 1 h; active compounds read low | activity change, negative = inhibition, % at 76.9 µM | 420,000 compounds, 0.13% hits; in the data active = activity change below about -50%; inconclusive = mostly about -30% to -49%;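 note: -100% = wells without enzyme as full effect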
Target sequence (Q9BTU6 whole entry, looked up): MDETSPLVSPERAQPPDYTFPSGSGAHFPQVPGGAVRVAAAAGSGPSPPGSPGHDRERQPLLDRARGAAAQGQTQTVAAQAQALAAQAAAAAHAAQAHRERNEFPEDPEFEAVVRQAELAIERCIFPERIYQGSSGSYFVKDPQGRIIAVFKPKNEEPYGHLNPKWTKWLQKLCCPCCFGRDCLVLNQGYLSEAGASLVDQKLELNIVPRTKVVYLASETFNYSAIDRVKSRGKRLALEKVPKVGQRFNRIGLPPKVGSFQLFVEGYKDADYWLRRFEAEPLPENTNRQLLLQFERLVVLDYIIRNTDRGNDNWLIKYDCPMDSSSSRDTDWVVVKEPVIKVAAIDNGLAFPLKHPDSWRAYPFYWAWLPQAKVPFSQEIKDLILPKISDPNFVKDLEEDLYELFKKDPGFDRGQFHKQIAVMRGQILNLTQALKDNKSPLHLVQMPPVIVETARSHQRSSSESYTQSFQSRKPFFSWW
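In this quantitative HTS, ADP production by PI4K2A was quantified luminescently after 1 h at ambient temperature; 100 microM adenosine served as plate-quality control.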
TrxR1 substrate: rat thioredoxin reductase 1 substrate activity. 390,000 compounds, 0.01% hits. AID 588456. O89049. Potency, µM (titrated, usually from 114 µM), for the others: at the top dose activity change, negative = substrate turnover. purified TrxR1 substrate turnover, NADPH consumption readout; note: potency is the fitted concentration of half-maximal effect; % is set by controls: 0 for no effect and ±100 for the full control effect; nearly all actives have a fitted effect of over 50% in size
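Rat TrxR1, dispensed at 90 nM, was prereduced with 400 uM NADPH (final) for 5 min at ~22 deg C, then incubated with compound 15 min before 400 uM selenite. A first-read NADPH fluorescence drop versus no-compound background flagged substrates.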
HP1b binding inh: blocks HP1-beta chromodomain binding to methylated histone tails; Potency, µM (titrated, usually from 114 µM), for inactives: at the highest dose activity change, negative = inhibition, hits mostly inhibitors; AID 540317; 390,000 compounds, 0.56% hits; AlphaScreen HP1-beta / biotin-H3K9me3 peptide binding; note: potency is the fitted concentration of half-maximal effect; nearly all actives have a fitted effect of over 70% in size; inactives centre near 23
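AlphaScreen: HP1-beta (50 nM) preformed 30 min with biotin-H3(1-18)K9me3 peptide (50 nM) in PBS pH 7.4, 0.01% Tween-20. Compound added for 30 min at RT, then streptavidin donor/nickel chelate acceptor beads (10 ug/mL) for 30 min.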
GLS inhibitor: inhibitors of human glutaminase (GLS). 410,000 compounds, 0.21% hits. Potency, µM (doses to about 45.5 µM), without a hit: at the top dose activity change, negative = inhibition, actives largely listed as inhibitors. O94925. GLS enzymatic activity, qHTS titration; note: potency is the fitted concentration of half-maximal effect; % is set by controls: 0 for no effect and ±100 for the full control effect
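Coupled fluorescence readout: glutamate oxidase/HRP/Amplex Red detect glutamate formed by hKGA from L-glutamine (1 mM solution added). Buffer 45 mM KH2PO4 pH 8.2, 0.02% Tween-20; reads at t0 and 30 min RT.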
TrxR1 inh: blocks rat thioredoxin reductase 1; 390,000 compounds, 1% hits; AID 588453; recombinant rTrxR1, NADPH fluorescence consumption, selenite substrate; Potency, µM (doses to about 114 µM), inactives show at the top dose activity change, negative = inhibition, hits mostly inhibitors; O89049; note: potency is the fitted concentration of half-maximal effect; % is set by controls: 0 for no effect and ±100 for the full control effect; nearly all actives have a fitted effect of over 65% in size
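Rat TrxR1 (90 nM in the dispensed reagent) was pre-reduced with 400 uM NADPH for 5 min at room temperature, then incubated with compound for 15 min. After 400 uM selenite was added, NADPH fluorescence (Ex 340/Em 450 nm) was followed for 8 min.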
USP1-UAF1 inh: USP1/UAF1 (human) deubiquitinase inhibition. O94782. recombinant USP1/UAF1, Ub-Rhodamine cleavage fluorescence. Potency, µM (highest dose often 57.1 µM), for inactives: at the highest dose activity change, negative = inhibition, usual class: inhibitors. 390,000 compounds, 0.23% hits; note: potency is the fitted concentration of half-maximal effect; % is set by controls: 0 for no effect and ±100 for the full control effect; nearly all actives have a fitted effect of over 60% in size; inactives centre near -12
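In this screen, compounds sit with the deubiquitinase complex (1nM) for 15 min at room temperature before Ub-Rho is added at 150nM final. Fluorescence rise is then followed for 6 reads every 60 seconds.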
mIDH1 inhibitor: inhibitors of human mutant IDH1 R132H | O75874 | IDH1-R132H enzyme, NADPH consumption, diaphorase/resazurin fluorescence | Potency, µM (titrated, usually from 76.6 µM), for inactives: top-dose activity change, negative = inhibition, most hits filed as inhibitors | 390,000 compounds, 0.093% hits | AID 602179; note: potency is the fitted concentration of half-maximal effect; % is set by controls: 0 for no effect and ±100 for the full control effect; nearly all actives have a fitted effect of over 65% in size
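IDH1-R132H (0.5 ug/mL) preincubated 30 min with compound, then NADPH (0.016 mM) and alpha-KG (2 mM) added; 80 min at RT, pH 7.5. Remaining NADPH coupled via diaphorase/resazurin to fluorescence (540/590 nm); concentration-response curves normalized to no-enzyme control.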
Numbers without * were called inactive; i = inactive; ? = inconclusive; . = no result given; & = joins results of further samples; [ ] = remark or other dose. Unless noted, calls come from the whole dose curve; as a rule, active = well fitted curve in the direction sought with a large enough effect; inconclusive = small, poorly fitted or top-dose-only effect, or another doubt; inactive = no such curve, though single readings can be large; an effect the other way counts as inactive or inconclusive.

SMILES	Pin1 inh	PGK inhibitor	PI4K2A inh	TrxR1 substrate	HP1b binding inh	GLS inhibitor	TrxR1 inh	USP1-UAF1 inh	mIDH1 inhibitor
CCCCC(O)(CCN1CCOCC1)c1ccc(Cl)cc1 (configuration not stated)	-11%	12%	1	8%	57%[activator]	-3%	?	-10%	3%
Cc1cc(C)n(-c2ncccc2[N+](=O)[O-])n1	0%	18%	3	6%[57.1 µM]	3%	4%	11%[57.1 µM]	-14%	8%
Fc1ccccc1NC(=S)NCCc1ccc(Cl)cc1	?	3%	4	-6%	54%[activator]	-2%	1%	-28%	-3%
O=C1c2cccc(OCC(=O)N3CCCc4ccccc43)c2CCN1Cc1ccc(F)cc1	11%	-1%	-3	7%[57.1 µM]	0%	1%	19%[57.1 µM]	-15%	-1%
OCCNc1nc(-c2ccccc2)c2ccccc2n1	?	9%	-2	74%[activator]	28%	5%	0%	-2%	4%
CCOc1ccc(C(=O)NCC(=O)Nc2ccc(N3CCOCC3)cc2)cc1OCC	5%	-9%	12	-3%	18%	16%	1%	-8%	-5%
O=C(COC(=O)c1cc(Cl)ccc1[N+](=O)[O-])NCc1ccc(Cl)cc1Cl	-1%	-2%	-3	-8%	?	1%	-6%	-15%	8%
Cc1cccc(N(C)S(=O)(=O)c2ccc3c(c2)NC(=O)CC(=O)N3)c1	3%&1%	1%&-6%	2&-1	-2%&-3%	46%&53%[activator]	-6%&1%	21%&3%	?	-1%&-18%
Cc1c(C(=O)NN2CCOCC2)cccc1[N+](=O)[O-]	3%	-6%	8	9%[57.1 µM]	16%	-4%	6%[57.1 µM]	-15%	1%
COc1ccc(-c2csc(/C(C#N)=C(\O)CSc3nccn3C)n2)cc1OC	28%	3%	4	-1%[57.1 µM]	-22%	21%	-8%[57.1 µM]	-7%	8%
CCc1ccc(OCC(=O)N(Cc2ccc(C(C)C)cc2)C2CCS(=O)(=O)C2)cc1 (configuration not stated)	5%	0%	1	-4%	19%	10%	15%	-23%	3%
CNS(=O)(=O)c1cc(C(=O)NCc2ccco2)ccc1Cl	0%	-1%	3	7%[57.1 µM]	4%	-2%	9%[57.1 µM]	-4%	-1%
Nc1c(C(=O)Nc2cccc(F)c2)c2ccccn2c1C(=O)c1ccccc1	-12%	.	-4	2%	15%	-5%	11%	-1%	.
COC(=O)c1sccc1NC(=O)C1CC2CCC1C2 (configuration not stated)	3%	7%	-1	-2%	55%[activator]	9%	10%	-12%	8%
N#CCCN(C(=O)CSc1n[nH]c(=O)[nH]c1=O)c1ccccc1	?	-2%	-2	2%	34%	1%	12%	-19%	-2%
Cc1ccc2oc(C(=O)N(Cc3ccc(N(C)C)cc3)C3CCS(=O)(=O)C3)c(C)c2c1 (configuration not stated)	4%	-5%	3	-10%	?	19%	-8%	-14%	2%
Cc1cc(O)c(-c2n[nH]c3c2C(c2cccc(O)c2)N(Cc2cccnc2)C3=O)cc1Cl (configuration not stated)	7%	-1%	3	-13%	?	11%	-10%	-10%	?
CC(NC(=S)Nc1cccc(F)c1)C(c1cccs1)N1CCOCC1 (configuration not stated)	10%	-19%	-1	3%	22%	0%	10%	-20%	5%
CC1CCN(S(=O)(=O)c2ccc3c(c2)N(CC(=O)NC(C)c2ccccc2)C(=O)CO3)CC1 (configuration not stated)	0%	-9%	3	4%	67%[activator]	2%	0%	-15%	11%
CCN(CC)c1ccc(NC(=O)c2c(C)noc2C)cc1	6%	3%	0	0%	15%	33%[activator]	5%	-23%	9%
Cn1nc(C(=O)NCc2ccc(F)cc2)cc1C(=O)NCc1ccc(F)cc1	1%	6%	7	-5%	26%	-6%	-8%	-9%	10%
COc1cccc(NC(=O)CN(C)CC(=O)Nc2ccc3c(c2)CCC3)c1	10%	-4%	-2	4%	39%	3%	13%	-11%	3%
CCCCOC(=O)c1c(C)oc2ccc(NS(=O)(=O)c3ccc4c5c(cccc35)C(=O)N4)cc12	11%	i	4	-14%	-24%	1%	-7%	-9%	-6%
CCCS(=O)(=O)c1nc(S(=O)(=O)c2ccc(C)cc2)c(N2CCCC(C)C2)s1 (configuration not stated)	?	-1%	3	-8%	67%[activator]	-10%	19%	-19%	-8%
CC(=O)c1ccc(S(=O)(=O)NCc2nnnn2-c2ccccc2)cc1	-7%	-4%	-2	-1%	4%	6%	9%	-14%	9%
COc1ccc(Cl)cc1NC(=O)C1CCCN(c2ncnc3c2nc2n3CCCCC2)C1 (configuration not stated)	-2%	-2%	-6	4%	29%	1%	13%	-3%	8%
COc1ccc(-c2cc(C)no2)cc1S(=O)(=O)NCC(C)c1ccccc1 (configuration not stated)	2%	-3%	-2	1%	73%[activator]	1%	5%	-28%	19%
COc1ccc(/C=c2\s/c(=C/C(=O)c3ccc(C)cc3)[nH]c2=O)cc1OC	?	-4%	0	1%[57.1 µM]	40%[activator]	120%[activator]	-10%[57.1 µM]	-20%	6%
COc1ccc(C(=O)CCC(=O)Nc2cc(C)ccc2C)cc1	38%[activator]	-10%	-1	0%[57.1 µM]	26%	-1%	4%[57.1 µM]	-17%	-14%
CC1CCc2c(sc(NC(=O)Cn3nc(C(F)(F)F)c4c3CCCCC4)c2C#N)C1 (configuration not stated)	1%	i	0	12%	-35%	5%	22%	-21%	-5%
Cc1cc([N+](=O)[O-])nn1CC(=O)Nc1nccs1	-2%	-1%	-2	-5%	15%	6%	4%	-1%	3%
COC(=O)C1=C(N)Oc2cc(C)n(CCCn3ccnc3)c(=O)c2C1c1ccc(Cl)cc1 (configuration not stated)	4%	-12%	4	-8%	0%	8%	0%	-4%	4%
O=C(NCCOc1nc(N2CCOCC2)nc(N2CCOCC2)n1)Nc1ccc(Cl)cc1	-3%	-2%	-3	0%	24%	-11%	14%	-3%	1%
Cc1ccc2[nH]c(=O)c(CN(Cc3ccc4c(c3)OCO4)Cc3nnnn3C3CCCC3)cc2c1	5%	-3%	-2	0%	-9%	6%	-10%	-5%	2%
CC(C)(C)C(=O)Nc1cccc(OC(F)(F)C(F)Cl)c1 (configuration not stated)	-11%	-2%	2	-4%	40%[activator]	-14%	8%	-15%	-6%
C=C1CCN([C@@H](CC(C)C)C(=O)NCc2ccc(Cl)c(Cl)c2)S(=O)(=O)c2ccccc21	?	i	-4	3%[57.1 µM]	43%[activator]	-10%	14%[57.1 µM]	-20%	-3%

For reference, part of the list above.
SMILES	Pin1 inh	PGK inhibitor	PI4K2A inh	TrxR1 substrate	HP1b binding inh	GLS inhibitor	TrxR1 inh	USP1-UAF1 inh	mIDH1 inhibitor
CC(=O)c1ccc(S(=O)(=O)NCc2nnnn2-c2ccccc2)cc1	-7%	-4%	-2	-1%	4%	6%	9%	-14%	9%
COc1ccc(Cl)cc1NC(=O)C1CCCN(c2ncnc3c2nc2n3CCCCC2)C1 (configuration not stated)	-2%	-2%	-6	4%	29%	1%	13%	-3%	8%

Further records.
SMILES	Pin1 inh	PGK inhibitor	PI4K2A inh	TrxR1 substrate	HP1b binding inh	GLS inhibitor	TrxR1 inh	USP1-UAF1 inh	mIDH1 inhibitor
CC(=O)c1nn(-c2ccc(Cl)cc2)cc1C(=O)c1ccc(C)cc1	-2%	-10%	-9	11%	16%	4%	23%[57.1 µM]	-3%	11%
COc1cc(CN2CCC(C(=O)N3CCCC(C)C3)CC2)cc(Br)c1O (configuration not stated)	-2%	-11%	7	-3%	?	8%	-5%	-3%	-7%
O=C(COc1ccc(Br)cc1CO)Nc1ccc(S(=O)(=O)N2CCCCC2)cc1	18%	-9%	-2	5%	48%[activator]	-2%	11%	-11%	0%
CCCN1Cc2cccc(C(=O)NC(CC(=O)OCC)c3ccc(OC(C)C)cc3)c2C1=O (configuration not stated)	15%	-9%	0	-8%	36%	-19%	14%	-22%	12%
O=C(Nc1ccc(C(=O)O)cc1)/C(=C\c1ccccc1)NC(=O)c1ccccc1	-8%	i	-5	-2%	23%	2%	5%	-10%	9%
Cc1cc(NC(=S)N(Cc2ccc(Cl)cc2)Cc2ccc(C(=O)O)cc2)ccc1Cl	?	-3%	-5	0%	4%	15%	-9%	-10%	-1%
N#CC(c1ccc(Cl)cc1)c1ccc2c(C(F)(F)F)cc(C(F)(F)F)nc2n1 (configuration not stated)	-7%	-9%	-21	9%[57.1 µM]	8.9µM*	13%	36%[57.1 µM]	-15%	-5%
CSc1nc(=S)n(-c2ccc([N+](=O)[O-])cc2)c(C)c1C(C)=O	2%	i	1	-6%	28%	6%	2%	-26%	-2%
CN(C(=O)Cn1cnc2onc(-c3ccc(F)cc3)c2c1=O)c1ccccc1Cl	-11%	i	0	-6%	-2%	?	26%	-13%	-10%
CCc1cc2ccc(C)cc2nc1SCC(=O)NNC(=O)c1ccco1	2%	5%	2	2%	38%	18%	14%	-22%	-11%
O=C1C=C(/C=C/c2ccccc2)C[C@@H](c2ccc(F)cc2)C1	9%	1%	3	0%	18%	2%	-5%	-20%	1%
Cc1cc(C)c(C2C(C#N)=C(N)Oc3n[nH]c(C)c32)cc1CN1CCOCC1 (configuration not stated)	0%	-4%	2	6%	10%	27%	5%	-19%	3%
O=C(CN1CCN(C(=O)c2cccs2)CC1)Nc1ccc(Br)cc1	-6%	-8%	-8	-8%	58%[activator]	-17%	-16%[57.1 µM]	-3%	-1%
COc1ccc(/C=C2\SC(=O)N(CCCC(=O)Nc3ccc(C(=O)O)cc3)C2=O)cc1OC	-6%	6%	0	-8%	15%	6%	-12%	-10%	4%

The list is partial; rates above refer to the full screens.
